# Bioassay records (PubChem BioAssay)
# HIF-2a inh: inhibitors of HIF-2a; 786-0 RCC cells HIF-2a reporter, luciferase luminescence, overnight; inhibition, % at 18.8 µM; actives 0.72% (n = 360,000); AID 624352;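 active means inhibition of the luminescence signal of 40% or more relative to plate controls, in a single-dose primary screen at 18.75 µM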
# NR2E3 ag-1: agonists of human NR2E3 nuclear receptor. Q9Y5X4. CHO-S Gal4-NCOR/VP16-NR2E3 two-hybrid, luciferase. actives 0.35% (n = 360,000). AID 602229. inhibition of corepressor binding, % at 3.98 µM;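 active means inhibition above the mean of all tested compounds plus 3 SD, cut at about 70% in these data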;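 further: 0% = DMSO with NR2E3 transfected cells and 100% = cells lacking NR2E3 construct; higher means lower luciferase signal from less NR2E3 corepressor binding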
# Target sequence (Q9Y5X4 whole entry, looked up, the tested form may be a part): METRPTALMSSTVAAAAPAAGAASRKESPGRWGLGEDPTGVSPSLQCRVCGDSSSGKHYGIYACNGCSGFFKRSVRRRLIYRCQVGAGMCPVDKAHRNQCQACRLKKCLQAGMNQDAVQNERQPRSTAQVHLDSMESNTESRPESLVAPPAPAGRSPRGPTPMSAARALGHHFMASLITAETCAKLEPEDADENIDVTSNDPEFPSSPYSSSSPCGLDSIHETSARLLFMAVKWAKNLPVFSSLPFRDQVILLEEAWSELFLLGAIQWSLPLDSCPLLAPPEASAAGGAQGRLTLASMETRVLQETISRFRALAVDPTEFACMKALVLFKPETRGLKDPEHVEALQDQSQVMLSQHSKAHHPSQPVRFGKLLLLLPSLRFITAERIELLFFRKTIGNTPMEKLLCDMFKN
# NR2E3 ag-2: agonists of human nuclear receptor NR2E3. Q9Y5X4. GST-NR2E3/biotin-RetCOR TR-FRET, 1536-well. inhibition of corepressor binding, % at 4.78 µM. actives 0.12% (n = 320,000). AID 2300;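 active means percent inhibition above the cutoff of mean plus 3 SD of all tested compounds, set per screening campaign, cut at about 20% in these data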;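 further: 0% = DMSO wells and 100% = biotin wells as full block of FRET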
#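 Material: NR2E3–RetCOR corepressor complex / Amount: 1.35 nM GST-NR2E3 / Medium: Tris pH 7.5 / Compound: single nominal compound dose of 4.8 µM / Incubation: 5 h at 4 °C / Technique: TR-FRET, Eu(K)-anti-GST donor, streptavidin-D2 acceptor, ex 340, em 617/671 nm / Read-out basis: percent loss of FRET ratio relative to control wells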
# iPSC survival up: hiPSC single-cell survival enhancement | ATPlite luminescence; 100% = ROCK inhibitor wells, 0% = DMSO | actives 0.044% (n = 360,000) | survival enhancement, % at 20 µM; in the data active means survival enhancement above about 18%;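 further: cells exposed to compounds for 16 hours before the ATP read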
# Exocytosis inh: blocks lytic granule exocytosis; inhibition, % at 10 µM; AID 651702; TALL-104 LAMP-1 surface exposure, flow cytometry; cells stimulated with thapsigargin and PMA; actives 0.66% (n = 360,000);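 active means inhibition above about 55%, limit read from the data; inconclusive means no clear call, values can overlap the other calls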
# PDI turbidity: blocks human protein disulfide isomerase activity. P07237. PDI insulin aggregation turbidity, A650, 90 min. inhibition, % at 10 µM. actives 0.052% (n = 350,000);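 active means mean inhibition across replicates of 30% or more, whatever share of single replicates reach that level; inconclusive means mean inhibition below 30% while every single replicate reaches 30%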;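 further: absorbance from insulin aggregation driven by PDI reduction with DTT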
# Target sequence (P07237 whole entry, looked up): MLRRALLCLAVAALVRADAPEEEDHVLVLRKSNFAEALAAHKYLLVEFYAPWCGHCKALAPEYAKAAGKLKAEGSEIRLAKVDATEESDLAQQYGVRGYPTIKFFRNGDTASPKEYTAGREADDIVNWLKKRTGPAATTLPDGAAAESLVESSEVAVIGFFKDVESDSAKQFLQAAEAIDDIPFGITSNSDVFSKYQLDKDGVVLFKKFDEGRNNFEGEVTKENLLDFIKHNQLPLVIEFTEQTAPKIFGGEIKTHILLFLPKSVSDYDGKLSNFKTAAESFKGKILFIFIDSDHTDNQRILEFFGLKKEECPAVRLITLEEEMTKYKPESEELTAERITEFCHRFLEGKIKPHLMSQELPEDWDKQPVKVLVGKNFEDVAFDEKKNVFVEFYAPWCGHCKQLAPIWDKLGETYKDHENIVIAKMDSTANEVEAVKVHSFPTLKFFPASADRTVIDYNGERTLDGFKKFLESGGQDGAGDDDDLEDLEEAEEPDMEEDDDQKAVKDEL
# Vif imaging: inhibitors of HIV Vif; inhibition, % at 7.49 µM; HEK293T cells, Vif self-association by quenched fluorescence, imaging, 24 h; AID 602346; actives 0.35% (n = 340,000); in the data active means inhibition above about 50%, passing the limit was not always enough; inconclusive means no clear call, values can overlap the other calls; inactive means below about 31%; further: some results filed as inactive read as strong as hits
# Peg3 prom inh: reduces Peg3 promoter-driven luciferase expression in HeLa; HeLa PEG-Prom luciferase reporter, luminescence, overnight; inhibition, % at 20 µM; actives 1.7% (n = 360,000);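 active means inhibition of at least 50% at 20 µM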
# MITF TRPM1 inh: MITF TRPM1 promoter inhibition in SK-MEL-5 cells | actives 0.83% (n = 330,000) | AID 488899 | SK-MEL-5 TRPM1 promoter luciferase, 24 h | inhibition, % at 12.5 µM;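 active means mean inhibition across replicates of 60% or more, whatever share of single replicates reaches that level; inconclusive means some that reach 60%, reason not given; inactive means mean inhibition across replicates below 60%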; further: values of inactives mirror those of a sister screen read the other way
# CaV13 FRET inh: Primary screen for inhibitors of IQ motif and Ca2+-dependent inactivation inhibitor domain binding in CACNA1D, Förster resonance energy transfer in living cells, … | AID 743397 | inhibition, % at 12.3 µM | actives 0.098% (n = 340,000) | HEK cells, CFP/YFP FRET ICDI-IQ, plate reader, 10 min; percent FRET-ratio fall versus neutral wells;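 active means mean replicate inhibition of at least 30% and at least 1% of replicates passing that level; inconclusive means only one of the two criteria is met; inactive means neither criterion is met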;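 further: 0% = median of the neutral control wells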
# aDG glyco act: increases alpha dystroglycan glycosylation. Pro5-aDG cells, alpha-DG glycosylation AlphaScreen (IIH6); 0% Pro5, 100% B10-LARGE cell signal. activation, % at 10 µM. actives 0.22% (n = 360,000);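 active means activation of at least 8% versus controls, or a plate z-score of at least 8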;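 further: Pro5 are CHO cells carrying HIG-tagged alpha-DG that lacks glycosylation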
# * marks the source's active call; other numbers are inactive results; ? = inconclusive; / = no result given.
SMILES,HIF-2a inh,NR2E3 ag-1,NR2E3 ag-2,iPSC survival up,Exocytosis inh,PDI turbidity,Vif imaging,Peg3 prom inh,MITF TRPM1 inh,CaV13 FRET inh,aDG glyco act
Cc1c(OC(C)C(=O)N2C[C@H]3C[C@@H](C2)c2cccc(=O)n2C3)ccc2c3c(c(=O)oc12)CCCC3 (stereo partly specified),-9,5,1,2.9,0,/,-2,-10,6,/,0.0
Cc1ccc(F)cc1NC(=O)C1CC(=O)N(Cc2ccccc2)C1 (stereo unspecified),5,15,/,-1.7,-3,-6,1,9,/,-6,-0.2
CCOC(=O)c1ccccc1NC(=O)c1c(O)c2ccccc2n(CC)c1=O,32,-23,1,-1.0,0,-2,9,27,3,/,0.0
COC(=O)c1c(C)[nH]c(C(=O)OCC(=O)NCC(C)C)c1C,-33,-15,-5,2.8,-4,0,33,-9,6,-6,0.1
CN(C)c1nc(-c2ccccc2)nc(-c2ccc(Cl)cc2)c1C#N,1,-21,1,3.8,0,9,7,-3,-14,-5,-0.5
O=C(CSc1nnc2c(n1)[nH]c1ccccc12)Nc1cccc(S(=O)(=O)N2CCOCC2)c1,15,6,2,0.0,-6,-2,-6,16,9,-6,0.2
CCOc1ccccc1N1CCN(C(=O)c2ccc(-c3ccc(OC(C)=O)cc3)cc2)CC1,12,12,0,-0.1,24,8,-2,11,13,-19,0.1
Cn1cnc([N+](=O)[O-])c1Nc1ccccc1O,1,-41,3,1.2,3,-8,-3,6,6,-5,-0.1
COc1ccc(Br)cc1/C=C\C(=O)NCc1cccnc1,-2,11,-2,-2.4,3,2,10,4,1,-4,0.5
O=C(NCCN1CCCCCC1)C1CCN(S(=O)(=O)N2CCOCC2)CC1,16,12,-1,11,7,-8,-1,0,4,/,-0.2
Cc1c(Br)c(C(N)=O)nn1C,3,-15,1,-2.3,-1,-9,/,-2,-4,-8,-0.2
O=C(CN1CCN(Cc2ccc3c(c2)OCO3)CC1)Nc1ccc2c(c1)OCO2,12,0,0,1.0,-2,-3,/,10,6,/,0.4
O=C(OCc1ccccc1Cl)c1ccc(-n2cnnc2)cc1,4,3,0,-1.9,4,9,1,-16,-19,-4,0.3
COc1cc(C2NC(=O)NC(c3ccccc3)=C2C(C)=O)c(Br)c(Br)c1O (stereo unspecified),9,-37,-1,-0.6,-14,-11,-9,2,1,-3,-0.1
CC(C)C(=O)NN1c2ccccc2CCc2ccccc21,17,-15,-2,1.6,-2,-2,0,18,3,-2,0.0
CCOC(=O)C1CCN(c2cc3c(cc2NC(=O)c2ccc(F)cc2)n(C)c(=O)n3C)CC1,-8,-6,0,0.4,8,3,0,35,9,-7,-0.4
COc1ccc(C(=O)OCC(=O)N(C)C2CCS(=O)(=O)C2)cc1Br (stereo unspecified),10,-11,4,-0.4,6,2,3,4,-7,-6,0.4
CCN1C(=O)[C@H]2[C@@H](c3ccc(-c4cccc(Cl)c4)c(OC)c3)N3CCCC[C@@]3(C(=O)OC)[C@H]2C1=O,9,7,/,-1.3,-1,-3,-23,28,-5,-11,0.4
COc1ccc(/C=C/C(=O)NC(C)(C)C)cc1S(=O)(=O)N1CCOCC1,6,-13,-3,-1.5,3,3,1,5,16,-4,-0.4
c1ccc(-c2nnc(-c3ccccn3)nn2)nc1,-160,-74,-3,-0.6,-2,5,-5,-122,-29,-4,1.1
CCN(CC)CCNCc1cc(Cl)ccc1OCc1ccccc1F,-3,-13,5,-0.7,6,0,-1,1,-9,-19,1.1
Cc1ccc(S(=O)(=O)NC2CC2)cc1[N+](=O)[O-],27,-23,-4,-0.2,0,5,-5,13,-2,-20,0.0
O=C(CC(=O)c1ccccc1)Nc1cccc([N+](=O)[O-])c1,-232,-51,/,-1.8,1,6,-2,-202,/,-10,-0.3
COc1ccc(CNC(=O)c2cc(S(=O)(=O)N3CCCCC3)ccc2Cl)cc1OC,10,12,/,-1.5,12,0,-35,17,-2,-15,1.0
S=C(NCc1ccncc1)Nc1ccc(Cl)cc1,-1,-16,2,1.4,-1,3,5,-10,-3,/,-0.1
COc1cc(C(=O)NC(=S)NNC(=O)[C@H]2C[C@@H]2c2ccccc2)cc(OC)c1OC,15,-21,-3,0.6,-3,-4,2,6,12,-3,0.1
CC(OC(=O)CNS(=O)(=O)/C=C/c1ccccc1)C(=O)Nc1ccc(S(=O)(=O)N2CCCC2)cc1 (stereo unspecified),10,-1,1,-0.1,0,-8,-5,13,-1,-4,-0.1
CCOc1ccc(N2C(=O)CC(N3CCN(c4ccccc4OC)CC3)C2=O)cc1 (stereo unspecified),10,6,3,-0.5,3,16,-1,5,-14,2,-0.1
Cc1cc2c(=O)n(Cc3ccco3)c(SCC(=O)NCc3ccco3)nc2s1,-6,-25,4,-0.1,-6,4,/,8,8,-4,0.2
CC(Cc1ccc(Cl)cc1)N1CCC(n2nccc2NC(=O)C2CCCC2)CC1 (stereo unspecified),12,19,1,-0.6,-8,-2,-4,-2,-3,-2,-0.5
CC1Cc2ccccc2N1C(=O)C1CCCN(S(=O)(=O)c2cccc3cccnc23)C1 (stereo unspecified),27,-43,2,7.4,6,/,-2,35,20,3,0.0
Cc1nnc(SCC(=O)Nc2ncc(S(=O)(=O)c3ccc([N+](=O)[O-])cc3)s2)s1,15,6,2,-0.9,2,1,-3,4,0,-14,0.0
O=C(N/N=C/c1ccc2c(c1)OCO2)c1cccnc1,-65,-29,-2,0.7,-4,5,7,-49,-20,-3,-0.1
COc1ccc(C(=O)NC(C)CCCC(C)(C)O)cc1OC1CCN(C(C)=O)CC1 (stereo unspecified),7,8,/,1.4,-2,-1,0,28,-13,-2,-0.1
NC(=O)NC(=O)COC(=O)c1ccc2c(c1)C(=O)N(Cc1ccccc1)C2=O,15,0,-1,0.4,-3,0,2,17,-3,0,-0.1
COc1ccc2c(c1)C1=NN(/C(C)=C\C(C)=O)C(c3ccccc3)C1CC2 (stereo unspecified),-281,-27,-4,-1.1,17,1,-5,-180,-13,/,0.0
COc1ccc(-c2cnnn2-c2ccc(NC(=O)/C=C/c3ccc(OC)c(OC)c3)cc2)cc1,15,2,1,-0.7,6,-6,-3,2,-10,-3,0.2
O=C(CSc1ccccc1)Nc1nc2ccccc2[nH]1,-163,-62,-2,-2.4,-8,-5,-1,-148,-45,-5,-0.1
COc1cccc(CNC(=O)C2Cc3cc(S(=O)(=O)N4CCCC4)ccc3N2C(C)=O)c1OC (stereo unspecified),0,27,-1,0.7,2,-7,-13,7,7,-4,0.0
COc1cc2c(cc1OC)C(c1ccccc1O)N(C1CC(=O)N(c3ccccc3)C1=O)CC2 (stereo unspecified),22,15,-1,-0.1,2,2,-4,8,0,-4,0.0
COc1cccc(C2CC(c3cccs3)=NN2C(=O)CSc2nc3ccccc3o2)c1OC (stereo unspecified),15,0,-1,-0.5,8,9,-18,23,13,-4,-0.3
N#CCC(=O)N/N=C/c1ccc(OS(=O)(=O)c2ccccc2)cc1,12,-22,0,0.7,-5,15,7,-4,-3,-6,-0.1
O=C(NCCc1ccccc1)C(=O)NCC(c1ccco1)N1CCOCC1 (stereo unspecified),8,13,5,-0.1,-2,10,2,-10,6,-5,0.0
Clc1ccc(CNCc2cccs2)cc1Cl,-12,0,1,0.8,-4,-3,7,2,7,-5,0.1
O=C(NC1CCCC1)C1(c2ccccc2)CCN(S(=O)(=O)c2ccccc2)CC1,8,-14,3,-2.6,0,4,4,26,-13,-8,0.3
O=C(NCC1CCCO1)c1ccc(NC(=O)c2cccc(Cl)c2)cc1 (stereo unspecified),0,-46,-1,-0.6,-6,6,6,-2,5,-4,-0.1
Cc1cccn2cc(CNS(=O)(=O)c3ccc4ccccc4c3)nc12,8,20,1,0.3,1,-12,-5,22,7,-9,0.3
CC(C(=O)NCCN1C(=O)S/C(=C\c2cccs2)C1=O)N1C(=O)c2ccccc2C1=O (stereo unspecified),10,0,-2,-1.2,-3,2,/,5,-2,-5,0.1
CC1Sc2ccc(S(=O)(=O)N3CCC(C(=O)Nc4cccc(Cl)c4)CC3)cc2NC1=O (stereo unspecified),-12,49,-2,0.5,8,1,-4,10,8,-3,0.4
COC(=O)c1[nH]c2ccc(Br)cc2c1NC(=O)CN1CCCCC1CCO (stereo unspecified),-3,17,1,4.0,-1,-9,-8,4,17,/,-0.3
CC(C)c1ccc(NC(=O)C2Cc3c(-c4cccc(C(N)=O)c4)ccnc3O2)cc1 (stereo unspecified),7,-11,/,-2.1,1,3,-16,11,/,-6,0.1
Cc1ccc(NC(=O)CN2CCC(C(=O)c3ccc(F)cc3)CC2)cc1,14,6,1,-1.6,-3,9,-1,11,7,-4,0.0
Cc1ccc(Nc2nc3ccccc3n3cnnc23)cc1Cl,-63,14,3,0.0,?,-2,/,-41,-12,-18,0.1
COC(=O)CCC(=O)OC1(C)C(=O)C2=CN(CC3CC3)C(c3ccc(OC)cc3)=CC2=C(Br)C1=O (stereo unspecified),17,1,4,4.3,-2,6,-3,-9,-1,/,0.4
O=C1/C(=C/c2ccc3c(c2)OCO3)SC(=S)N1CCC(=O)N(CCO)c1ccccc1,43*,-6,/,-2.3,-3,13,/,20,/,-6,1.5
CCNS(=O)(=O)c1ccc(NS(C)(=O)=O)cc1,10,11,-4,5.3,2,3,17,7,5,-11,0.1
O=C(c1ccc(F)cc1)N1CCC(C(=O)N(Cc2ccccc2)c2ccccc2)CC1,3,-19,1,-0.6,0,-2,2,24,16,-7,-0.1
CC(=O)N1CCCc2cc(S(=O)(=O)N(C)Cc3ccccc3)ccc21,4,3,1,-0.9,-2,2,-7,17,2,-4,-0.5

# 3 entries from above, with each value named.
COc1ccc(Br)cc1/C=C\C(=O)NCc1cccnc1
  HIF-2a inh = -2	NR2E3 ag-1 = 11	NR2E3 ag-2 = -2	iPSC survival up = -2.4	Exocytosis inh = 3	PDI turbidity = 2	Vif imaging = 10	Peg3 prom inh = 4	MITF TRPM1 inh = 1	CaV13 FRET inh = -4	aDG glyco act = 0.5
O=C(NCCN1CCCCCC1)C1CCN(S(=O)(=O)N2CCOCC2)CC1
  HIF-2a inh = 16	NR2E3 ag-1 = 12	NR2E3 ag-2 = -1	iPSC survival up = 11	Exocytosis inh = 7	PDI turbidity = -8	Vif imaging = -1	Peg3 prom inh = 0	MITF TRPM1 inh = 4	CaV13 FRET inh = /	aDG glyco act = -0.2
Cc1c(Br)c(C(N)=O)nn1C
  HIF-2a inh = 3	NR2E3 ag-1 = -15	NR2E3 ag-2 = 1	iPSC survival up = -2.3	Exocytosis inh = -1	PDI turbidity = -9	Vif imaging = /	Peg3 prom inh = -2	MITF TRPM1 inh = -4	CaV13 FRET inh = -8	aDG glyco act = -0.2
